Screening data: PubChem, National Center for Advancing Translational Sciences (NCATS)
N370S GC mod: inhibitors or activators of N370S glucocerebrosidase for Gaucher disease | P04062 | N370S GC spleen homogenate, 4MU-glucoside fluorescence | Potency, µM (highest dose often 59.4 µM), without a hit: top-dose activity change, negative = inhibition, usual class: inhibitors | 330,000 tested, 0.092% active;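 further: 0% = full enzyme activity and -100% = no enzyme basal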
FEN1 inh: human FEN1 inhibition; AID 588795; P39748; Potency, µM (series often up to 114 µM), for the others: at the highest dose activity change, negative = inhibition, actives largely listed as inhibitors; Recombinant FEN1 flap cleavage, fluorescence, 15 min; 390,000 tested, 0.35% active; further: nearly all actives have a fitted effect of over 65% in size
Target sequence (P39748 whole entry, looked up): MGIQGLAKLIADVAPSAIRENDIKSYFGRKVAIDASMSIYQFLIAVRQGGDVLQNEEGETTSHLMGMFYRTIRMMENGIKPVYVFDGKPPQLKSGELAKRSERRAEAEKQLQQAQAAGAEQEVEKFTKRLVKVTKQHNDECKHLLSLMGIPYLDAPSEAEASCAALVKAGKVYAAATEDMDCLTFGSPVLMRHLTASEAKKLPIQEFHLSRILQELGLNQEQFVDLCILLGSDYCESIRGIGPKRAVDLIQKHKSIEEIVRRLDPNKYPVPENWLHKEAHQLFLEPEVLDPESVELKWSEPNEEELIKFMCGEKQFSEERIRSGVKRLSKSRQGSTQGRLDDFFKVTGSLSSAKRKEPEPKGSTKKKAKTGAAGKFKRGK
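Steps: FEN1 (10 nM) dispensed; compound added by pin tool; 15 min at room temperature; substrate added to 50 nM final; reads at 0 min and 15 min; data normalized and fitted (four-parameter Hill).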
DT40 TDP1 CPT: growth inhibition of DT40 Tdp1-/-;hTDP1 cells with camptothecin (screen for TDP1 inhibitors); chicken DT40 Tdp1-/-;hTDP1 cells + 20 nM CPT, ATP luminescence, 48 h; Potency, µM (series often up to 46.2 µM), without a hit: at the top dose activity change, negative = growth inhibition, usual class: inhibitors; 420,000 tested, 12% active; AID 686979; further: nearly all actives have a fitted effect of over 55% in size
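Chicken DT40 Tdp1-/- cells stably complemented with human TDP1 were seeded at 400 cells/well in medium containing 20 nM camptothecin, exposed to pin-transferred compounds, and grown at 37 °C for at least 48 hr. Viability was read as ATP luminescence.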
* = called active by the depositor; ? = inconclusive; / = no result given; & = joins results of further samples. The call rests on the fitted dose curve; in most records, active means well fitted curve in the direction sought with a large enough effect; inconclusive means small, poorly fitted or top-dose-only effect, or another doubt; inactive means no such curve, though single readings can be large; an effect the other way counts as inactive or inconclusive. Unless noted, on the % scale 0 is the no-effect control and ±100 the full control effect; potency means the concentration at half of the fitted maximal effect. An excerpt; the hit share may differ from the screen's.

SMILES | N370S GC mod | FEN1 inh | DT40 TDP1 CPT
CC(C)(C)OC(=O)N1CCC(c2c(C(=O)N3CCC(c4ccccc4)C3)cnn2-c2cccc(Cl)c2)CC1 (stereo unspecified) | / | 3% | 18µM*
CCCc1nnc(NC(=O)COC(=O)c2cc(C)nc3ccccc23)s1 | 1% | 2% | -4%
COc1ccc(S(=O)(=O)N2CCCCC2)cc1NC(=O)Cc1ccc(Br)cc1 | / | 3% | ?
O=C(COC(=O)c1ccc(Br)o1)Nc1ncc(Cl)cc1Cl | 3% | -8% | -9%
CCc1cccc(C)c1NC(=O)c1ccc2nc(N3CCOCC3)sc2c1 | -6% | -1% | -17%
CCOC(=O)C1CCCN(CCC(=O)Nc2ccc3c(c2)CCC3)C1 (stereo unspecified) | 7% | -13% | -14%
Cc1ccc2c(N)c(C)ccc2c1 | 2% | -6% | -18%
COC(=O)COc1ccc2c(-c3cccc([N+](=O)[O-])c3)cc(=O)oc2c1 | 17% | -4% | -5%
O=c1nc2ccccc2c2n1CC(CN1CCN(Cc3ccccc3)CC1)N2 (stereo unspecified) | 3% | 6% | 2%
O=C(CCNc1ccc(Br)cc1)c1cccc([N+](=O)[O-])c1 | 5% | -6% | 15µM*

Nothing new here: an excerpt of the list.
SMILES | N370S GC mod | FEN1 inh | DT40 TDP1 CPT
COC(=O)COc1ccc2c(-c3cccc([N+](=O)[O-])c3)cc(=O)oc2c1 | 17% | -4% | -5%
O=c1nc2ccccc2c2n1CC(CN1CCN(Cc3ccccc3)CC1)N2 (stereo unspecified) | 3% | 6% | 2%
O=C(CCNc1ccc(Br)cc1)c1cccc([N+](=O)[O-])c1 | 5% | -6% | 15µM*

Following part:
SMILES | N370S GC mod | FEN1 inh | DT40 TDP1 CPT
O=C(NCCc1nc2ccccc2[nH]1)c1cc([N+](=O)[O-])cc([N+](=O)[O-])c1 | -1% | 3% | -7%
C1=C(CCNc2nnnn2-c2ccccc2)CCCC1 | -1% | -7% | 18µM*
O=C(Nc1cccnc1)C1CCCN(S(=O)(=O)c2ccccc2)C1 (stereo unspecified) | 14% | -2% | -22%
CCCN1CCN(C(=O)c2cc(COc3ccc(F)cc3F)on2)CC1 | 1% | 12% | ?
CN(CCn1ccnc1)C(=O)CC1C(=O)NCCN1Cc1ccccc1C(F)(F)F (stereo unspecified) | -10% | 5% | 10%
COc1ccc(NC(=O)C2CCCN2S(=O)(=O)c2ccc3c(c2)CCC(=O)N3)cc1Cl (stereo unspecified) | ? | -9% | -19%
Cc1ccc(S(=O)(=O)N2CCN(C(=O)CCNC(=O)c3ccccc3Cl)CC2)cc1 | 1% | -2% | 0%
COc1ccc(CCNCc2ccc(OCc3ccccc3)cc2)cc1 | ? | -4% | ?
CCOC(=O)c1oc2ccc(S(=O)(=O)n3nc(-c4ccc(C)cc4)cc3N)cc2c1C | -1% | -4%&-19% | 12µM*
COCCn1c(SCC(=O)Nc2ccccc2OC)nc2ccccc21 | 22% | -7% | 19%
Cc1ccc(C23CC4CC(CC(C(=O)NCC(=O)O)(C4)C2)C3)cc1 | -3% | 2% | 0%
O=C(OCC(=O)N1CCN(C(=O)c2ccco2)CC1)c1cc(S(=O)(=O)Nc2ccc(Cl)cc2)ccc1O | -8% | 1% | 5%
COc1ccccc1C(O)P(=O)(OCC(C)C)c1ccc(N(C)C)cc1 (stereo unspecified) | -1% | 6% | -16%
CC(C)OC(=O)CSc1nnc(Cc2ccccc2)n1Cc1ccco1 | 3% | 5% | ?
Cc1nc(COC(=O)c2ccc(S(=O)(=O)N3CCCC3)cc2)cs1 | 4% | -12% | 7%
Cc1c(Cc2ccccc2)c(=O)oc2cc(OCC(=O)NCc3ccccn3)ccc12 | 6% | -9% | ?
CCOC(=O)C1(CC2CC2)CCN(C(=O)c2cc(C)nc3ccc(CC)cc23)CC1 | -7% | -3% | 21µM*
Cc1cccc(C(=O)OC(C)C(=O)N2CCc3ccccc3C2)c1C (stereo unspecified) | / | 2% | -7%
Cc1ccc2oc(=O)c3cc(C(=O)NCCCN4CCCCCC4)sc3c2c1 | -2% | ? | ?
Cc1cc(NC(=O)CSc2nnc(NC(=O)C3CC(=O)N(c4ccccc4C)C3)s2)no1 (stereo unspecified) | -6% | -3% | -14%

A few values from the entries so far.
Reading of O=C(COC(=O)c1ccc(Br)o1)Nc1ncc(Cl)cc1Cl under N370S GC mod: 3%
Reading of COc1ccc(CCNCc2ccc(OCc3ccccc3)cc2)cc1 under FEN1 inh: -4%

(further entries)
SMILES | N370S GC mod | FEN1 inh | DT40 TDP1 CPT
CCCn1c(C(CO)Nc2nc(-c3cccc(Br)c3)cs2)nc2ccccc21 (stereo unspecified) | 1.8µM* | -2% | ?
Cc1ccc(S(=O)(=O)N2CCN(CC(=O)N/N=C/c3cc([N+](=O)[O-])ccc3Cl)CC2)cc1 | -4% | 0% | ?
Cc1ccc(S(=O)(=O)NC(CC(=O)N2CCOCC2)c2ccco2)cc1 (stereo unspecified) | 30% | -1% | 10%
COc1ccc(NC(=O)CN(C)C(=O)c2cc(-c3ccc(C)o3)nc3ccccc23)cc1 | ? | -17% | ?
CCNC(=O)COc1ccc(-c2ccccc2)cc1 | 22% | 19% | -15%
CCn1c(C)c(P(c2ccccc2)c2ccccc2)[n+]2ccccc12 | -2% | -2% | 2.3µM*
CCOC(=O)c1ccc(NC(=O)N(CC)CC)cc1 | 0% | -1% | ?
CC(C)CNc1nc(Oc2ccc(OCC(N)=O)nn2)nc(N2CCOCC2)n1 | / | -10% | -24%
NC(=O)c1ccsc1NC(=O)c1ccc2c(c1)CCCC2 | 5% | -10% | 15µM*
O=C1NC2(CCc3ccccc3C2)C(=O)N1CCOc1cccc(Cl)c1 (stereo unspecified) | ? | -8% | 0%
O=C(O)CSCC(=O)Nc1cccc(C(F)(F)F)c1 | -1% | 6% | 2%
O=C1CC(SCc2nc3ccccc3[nH]2)C(=O)N1c1ccc(F)c(Cl)c1 (stereo unspecified) | 2% | 6% | ?
CC1CC1C(=O)OCC(=O)Nc1ccc2[nH]c(=O)[nH]c2c1 (stereo unspecified) | 5% | -32% | -13%
COC(=O)c1[nH]nc(-c2ccccc2)c1-c1ccccc1 | / | 0% | 3%
Cc1ccc(-n2c3nc(=O)n(C)c(=O)c-3cc3ccccc32)c(C)c1 | / | 12% | -13%
CCN(CC)C(=O)c1ccc(Oc2ccc([N+](=O)[O-])cc2Cl)cc1 | -6% | 8% | ?
Clc1ccc(-n2ncc3c(NCc4ccc5c(c4)OCO5)ncnc32)cc1 | 4% | -12% | -18%
COc1ccc(N2CCN(C(=O)CN(c3ccccc3)S(=O)(=O)c3ccc(OC)cc3)CC2)cc1 | -10% | -11% | ?
Cc1ccc(C)c(S(=O)(=O)N2CCCCC2CCNC(=O)C(=O)NCc2cccnc2)c1 (stereo unspecified) | 0% | 1% | ?
COc1ccc(NC(=O)CN(C)CC(=O)NC2CCCCC2C)cc1 (stereo unspecified) | / | -78% | 6%

(next part)
Order of results – N370S GC mod	FEN1 inh	DT40 TDP1 CPT
CCS(=O)(=O)N1CCc2cc(C(=O)Nc3cccc(C)c3C)ccc21
 : /	-1%	?
CCOc1ccc2nc(NC(=O)c3nc(SCc4ccc(C)cc4)ncc3Cl)sc2c1
 : /	-3%	-1%
CN1CCN(c2ncc3nc(-c4ccccc4)c(=O)n(C4CC4)c3n2)CC1
 : 11%	/	21µM*
O=C1C(=O)N(CCCN2CCOCC2)C(c2ccc([N+](=O)[O-])cc2)/C1=C(/O)c1ccc2c(c1)OCO2 (stereo unspecified)
 : -12%	16%	-21%
O=c1[nH]c2cc3ccccc3cc2nc1C(F)(F)F
 : 6%	-3%	-11%
Cc1ccccc1S(=O)(=O)Cc1ccc(C(=O)NC2CCCC2)o1
 : 3%	8%	-12%
Cn1c(=O)c(-c2cccs2)nc2cnc(OCc3ccccc3)nc21
 : 16%	/	9%
CCc1ccc(CN2CCCC(CCC(=O)N3CCN(c4ccccn4)CC3)C2)o1 (stereo unspecified)
 : -7%	5%	?
O=C(O)C/C=C(\NC(=O)OCc1ccccc1)C(=O)OCc1ccccc1
 : -1%	-7%	7%
Cc1ccc(OCCCC(=O)Nc2nccs2)cc1
 : -1%	3%	2%
Fc1ccc(N2CCN(c3ncnc4c3nc3n4CCCC3)CC2)cc1
 : /	20%	-29%
Cn1c(N)c(Sc2ccccc2[N+](=O)[O-])c(=O)n(C)c1=O
 : -5%	4%	-25%
O=c1c2c(nc3cc(-c4ccccc4)[nH]n13)CCC2
 : -3%	-3%	5%
CCOC(=O)C1(Cc2ccccc2)CCCN(C2CCCC2)C1 (stereo unspecified)
 : 8%	-4%	-17%
CC1CCC(C(=O)c2c(O)c3ccccc3oc2=O)CC1 (stereo unspecified)
 : 3%	0%	18µM*

Given with each value named: 2 of the compounds above
> O=c1[nH]c2cc3ccccc3cc2nc1C(F)(F)F
  N370S GC mod = 6%
  FEN1 inh = -3%
  DT40 TDP1 CPT = -11%
> Cc1ccccc1S(=O)(=O)Cc1ccc(C(=O)NC2CCCC2)o1
  N370S GC mod = 3%
  FEN1 inh = 8%
  DT40 TDP1 CPT = -12%

Next structures
Order of results – N370S GC mod	FEN1 inh	DT40 TDP1 CPT
COC(=O)c1ccccc1NC(=O)CSc1nnc(-c2cccnc2)n1C
 : 4%	4%	-4%
CC(C)C(NC(=O)c1ccccc1)C(=O)OCC(=O)N1CCN(c2ccccc2)CC1 (stereo unspecified)
 : /	-5%	7%
CCOc1ccc(N(Cc2cc3cc(OC)ccc3[nH]c2=O)S(C)(=O)=O)cc1
 : 4%	11%	-21%
CCOc1ccc(NC(=O)N2CCC(NC(=O)C(Cc3cccc(F)c3)NC(C)=O)CC2)cc1 (stereo unspecified)
 : -12%	-8%	1%
Cc1cccc(NC(=O)CCC(=O)OCc2ccc(Br)cc2)c1
 : -4%	-1%	1%
CCCCN(C)CCNC(=O)c1ccc2c(c1)NC(=O)CN2
 : /	-13%	?
CCN(CC(=O)NC)S(=O)(=O)c1ccc(C)cc1
 : -10%	4%	9%
OC(C[n+]1cccc(Br)c1)c1ccccc1 (stereo unspecified)
 : /	17%	-12%
CC(C)c1nc2cc(C(=O)NC(c3cccnc3)C(F)(F)F)ccc2o1 (stereo unspecified)
 : -3%	-3%	?
CC(=O)Nc1cccc(/C(C)=N/NC(=O)c2ccc(O)cc2)c1
 : -9%	-19%	-20%
COc1ccc(C(=O)N[C@H](C(=O)NCCCn2nc(C)cc2C)C(C)C)cc1
 : /	3%	-12%
O=C(COC(=O)c1ccccc1O)Nc1cc([N+](=O)[O-])ccc1Cl
 : 3%	0%	4%
Cc1cccc(C(=O)NC2CCN(S(=O)(=O)c3cccc(F)c3)CC2)c1
 : /	43%	0%
N#Cc1cc(-c2ccc(Cl)cc2)cnc1Sc1ccc(F)cc1
 : 8%	1%	-30%
COCCCNC(=O)Cc1c(C)c2cc3c(cc2oc1=O)OC(C)(C)CC3
 : ?	1%	26µM*
Cc1cc(S(=O)(=O)Nc2ccc(N(C)C)cc2)c(C)s1
 : -13%	-3%	?
COc1ccccc1CNC(=O)COCc1cc(-c2cccs2)on1
 : /	1%	?
O=C(Nc1nnc(C2CC2)s1)c1cccnc1Oc1ccc(Cl)cc1
 : 4%	-3%	-4%
Nc1cccc(N=[N+]([O-])c2cccc(N)c2)c1
 : /	5%	?
CN(C)/C=C/C(=O)c1ccc(OCCN(C)c2ccccn2)cc1
 : -21%	-21%	-21%
O=C(COc1ccc(-c2ccccc2)cc1)N/N=C/c1ccccc1Br
 : ?	15%	-4%
Cc1ccc(C)c(S(=O)(=O)NCc2ccc(C(=O)N3CCC(Cc4ccccc4)CC3)cc2)c1
 : -20%	-19%	?
CC(=O)Nc1ccc(S(=O)(=O)N(C)Cc2ccccc2)cc1
 : -12%	1%	-2%
COc1ccc(OC)c(C2(O)CSC(=Nc3cccnc3)N2Cc2ccco2)c1 (stereo unspecified)
 : -3%	5%	15µM*
C/C(CC(=O)Nc1cc(C)ccn1)=N\NC(=O)c1cccc(C)c1O
 : -19%	9%	-4%
Cc1cc(-c2ccccc2)nc(N(C)N)c1S(C)(=O)=O
 : 12%	-14%	-14%
COc1ccc(-n2c(COc3ccccc3)n[nH]c2=S)cc1
 : -6%	-3%	1%
COc1cc2c(cc1NC(=S)NC(=O)/C=C/c1ccco1)oc1ccccc12
 : 1%	-4%	16µM*
Cc1ccccc1NS(=O)(=O)c1ccc(C(=O)NCCCN2CCCC2=O)cc1
 : 2%	-3%	-10%
COc1ccccc1-c1cc(-n2ccnc2)ncn1
 : 6%	/	-2%
O=c1[nH]c(CSc2nnc3ccccn23)nc2ccccc12
 : 15%	-5%	-23%
Cc1cc(NS(=O)(=O)c2ccc(NC(=O)c3ccco3)cc2)no1
 : 5%	-1%	9%
CCN1C(=O)C(CC(=O)Nc2ccccc2)S/C1=N\c1ccccn1 (stereo unspecified)
 : -5%	-8%	6%
O=C1CCC([N+](=O)[O-])C(c2cccc(Cl)c2Cl)N1 (stereo unspecified)
 : 3%	2%	-23%
O=C(CSc1nnc(-c2ccc(S(=O)(=O)N3CCCC3)cc2)o1)NCc1ccco1
 : 6%	13%	-25%
COc1cc(NC(=O)COC(=O)c2[nH]c(C)c(C(C)=O)c2C)cc(OC)c1
 : /	-13%	?
